Source: PubChem
TDP1 inh = TDP1 (human) enzyme inhibition; recombinant TDP1, AlphaScreen DNA substrate cleavage; Potency, µM (doses to about 130 µM), for the others: at the highest dose activity change, negative = inhibition, usual class: inhibitors; actives 0.28% (n = 350,000); further: nearly all actives have a fitted effect of over 40% in size
Target sequence (Q9NUW8 whole entry, looked up): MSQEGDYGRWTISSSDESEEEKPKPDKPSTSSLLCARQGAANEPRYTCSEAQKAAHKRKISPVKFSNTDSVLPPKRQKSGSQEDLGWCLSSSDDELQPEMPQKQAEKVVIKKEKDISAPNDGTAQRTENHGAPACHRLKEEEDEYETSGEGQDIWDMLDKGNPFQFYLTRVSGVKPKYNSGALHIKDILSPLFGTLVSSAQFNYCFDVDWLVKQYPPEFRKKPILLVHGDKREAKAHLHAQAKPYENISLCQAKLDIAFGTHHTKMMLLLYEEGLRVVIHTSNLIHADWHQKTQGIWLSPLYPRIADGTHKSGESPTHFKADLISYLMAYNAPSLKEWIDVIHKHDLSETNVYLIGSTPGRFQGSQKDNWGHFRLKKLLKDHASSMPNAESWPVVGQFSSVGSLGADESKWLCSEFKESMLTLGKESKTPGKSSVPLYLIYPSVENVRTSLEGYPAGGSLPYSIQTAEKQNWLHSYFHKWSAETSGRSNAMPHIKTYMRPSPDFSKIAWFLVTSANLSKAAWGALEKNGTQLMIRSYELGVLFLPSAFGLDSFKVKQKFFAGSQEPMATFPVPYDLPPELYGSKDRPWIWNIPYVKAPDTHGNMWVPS
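Recombinant E. coli-expressed Tdp1 (1 nM) preincubated with compound 15 min at RT, then 5'-biotin/3'-phosphotyrosine-FITC DNA substrate (15 nM) added for 5 min. AlphaScreen beads (10 ug/ml) added, 10 min RT; tyrosine-FITC cleavage read as signal loss.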
N370S GC mod = N370S glucocerebrosidase modulation, Gaucher chaperone candidate. N370S GC spleen homogenate, 4MU-glucoside fluorescence. Potency, µM (titrated, usually from 59.4 µM), without a hit: at the highest dose activity change, negative = inhibition, most hits filed as inhibitors. actives 0.092% (n = 330,000);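 further: 0% = full enzyme activity and -100% = no enzyme basal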
FEN1 inhibitor = inhibitors of human flap endonuclease 1. P39748. Recombinant FEN1 flap cleavage, fluorescence, 15 min. Potency, µM (top dose mostly 114 µM), without a hit: top-dose activity change, negative = inhibition, most hits filed as inhibitors. actives 0.35% (n = 390,000); further: nearly all actives have a fitted effect of over 65% in size
Target sequence (P39748 whole entry, looked up): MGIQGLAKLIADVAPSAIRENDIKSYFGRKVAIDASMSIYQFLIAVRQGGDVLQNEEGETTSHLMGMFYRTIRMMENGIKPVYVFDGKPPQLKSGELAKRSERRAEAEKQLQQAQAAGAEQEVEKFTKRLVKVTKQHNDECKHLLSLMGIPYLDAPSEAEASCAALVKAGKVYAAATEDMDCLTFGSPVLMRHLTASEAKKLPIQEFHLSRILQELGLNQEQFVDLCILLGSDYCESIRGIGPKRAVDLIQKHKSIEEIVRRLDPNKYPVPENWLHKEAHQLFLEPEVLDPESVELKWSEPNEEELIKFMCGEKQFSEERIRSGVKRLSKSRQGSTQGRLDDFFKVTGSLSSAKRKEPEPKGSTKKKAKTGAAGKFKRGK
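Nuclease activity of 10 nM FEN1 was measured after 15 min of room-temperature exposure to titrated compounds, by adding 50 nM flap substrate and reading plates at 0 and 15 min.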
* = called active by the depositor; ? = inconclusive; . = no result given; & = joins results of further samples; [ ] = dose if it differs, or a comment. The call rests on the fitted dose curve; in most records, active means well fitted curve in the direction sought with a large enough effect; inconclusive means small, poorly fitted or top-dose-only effect, or another doubt; inactive means no such curve, though single readings can be large; an effect the other way counts as inactive or inconclusive. Unless noted, on the % scale 0 is the no-effect control and ±100 the full control effect; potency means the concentration at half of the fitted maximal effect.

canonical_smiles | TDP1 inh | N370S GC mod | FEN1 inhibitor
CCCCn1nc2cc(C(=O)NCc3ccc4c(c3)OCO4)ccc2c1OCC | 3% | 8% | -2%
CC(C)N(CC#CCC(O)(c1ccccc1)c1ccccc1)CCO | 1% | 11% | 6%
COc1cccc(NC(=O)CSc2nnc(C3CCCCC3)n2N)c1 | 0% | . | 19%
CC(=O)N1c2ccc(S(=O)(=O)NCCC(=O)NCc3ccc(Cl)cc3)cc2CC1C (stereo not drawn) | 2% | -4% | 1%
CC(C)CCn1cnc2c1c(=O)[nH]c(=O)n2Cc1ccccc1 | . | 0% | 4%
O=C(COC(=O)c1ccccc1-n1cnnn1)c1ccccc1 | 0% | 0% | 15%
CCCN1CCC(=NNc2ccc(S(N)(=O)=O)cc2[N+](=O)[O-])CC1 | -5% | 7% | -1%
O=C(CN1CCCCCC1)NC(c1ccccc1)c1ccccc1 | . | -12% | 6%
CCn1nc(C)c(CN2CCc3c([nH]c4ccccc34)C2C(C)(C)C)c1C (stereo not drawn) | . | -18% | -33%
COCCC(=O)N1CCCC(C(=O)c2ccc(C(F)(F)F)cc2)C1 (stereo not drawn) | 1% | -3% | 6%
Cc1ccc(NC(=O)Nc2ccc(Cl)c(Cl)c2)nc1 | . | ? | 7%
CCN1CCN(S(=O)(=O)c2ccc(Cl)c(C(=O)N(C)Cc3ccccc3)c2)CC1 | 1% | . | 21%
CCCCNC(=O)Cn1c(SCc2cccc(C)c2)nc2ccncc21 | 0% | . | -5%
O=C(CSc1ncn[nH]1)N(C1CCCCC1)C1CCCCC1 | 4% | 3% | 3%
Cc1nc(SCC(=O)NC2CCS(=O)(=O)C2)c2c3c(sc2n1)CCCC3 (stereo not drawn) | -6%[0.505 µM] | -4% | -3%
Cc1ccccc1NC(=O)CSc1nc(-c2ccccc2)cc(=O)[nH]1 | . | -1% | 3%
CC(C)CC(NC(=O)CNC(=O)C1O[C@@H]2OC(C)(C)O[C@@H]2[C@H]2OC(C)(C)O[C@@H]12)C(=O)O (stereo partly drawn) | -3% | 2% | 23%
O=S(=O)(c1cnc2ccccc2c1)N1CCN(c2nc(-c3cccs3)nc3ccccc23)CC1 | -3% | . | 18%
O=C(CN1c2cccc3cccc(c23)S1(=O)=O)N1CCN(c2ccc(F)cc2)CC1 | -3% | . | 11%
O=C(O)CCN=CC1=C(O)CC(c2ccccc2)CC1=O (stereo not drawn) | 11% | 2% | 1%
Cc1cc(N2C(=O)C=CC2=O)c([N+](=O)[O-])cc1C | 6% | 26% | ?
COC(=O)c1ccc(NC(=O)C(=O)N2CCN(C(=S)Nc3cccc(OC)c3)CC2)cc1 | -6% | -18% | -18%
Cc1c(Cl)cccc1NC(=O)CN1CCN(CCN=CC2=C(O)CC(c3ccccc3)CC2=O)CC1 (stereo not drawn) | -1% | 24% | -2%
N#Cc1nc(-c2ccc(OCc3ccccc3)cc2)oc1NCCCN1CCOCC1 | 12% | ? | -18%
CCCCN(C)CCCNC(=O)CCn1nc(-c2ccccc2)ccc1=O | 1% | 0% | 1%
COc1ccc(/C=N/NC(=O)c2nc(-c3ccccc3)n(-c3ccccc3)n2)cc1OC | 2% | 7% | 15%
Cc1ccc2c(c1)C(=O)C(=O)N2CC(=O)OC(C)C | 4% | 0% | -6%
COc1cc(CNCCc2c[nH]c3ccccc23)ccc1OCc1ccc(F)cc1 | 9% | 16µM* | -4%
CCOC(=O)c1c(C)oc2c1c(CN1CCN(CCO)CC1)c(O)c1ccccc12 | 8% | -5% | -21%
O=c1[nH]c2ccccc2n2c(=S)[nH]nc12 | 11% | 3% | 1%
CCN(CC)CC(C)CNC(=O)CN1C(=O)CSc2ccc(S(=O)(=O)N3CCOCC3)cc21 (stereo not drawn) | -5%&0% | -12% | 18%&14%
Cc1c(N)cc(C(=O)N2CCOCC2)cc1[N+](=O)[O-] | -5% | -2% | 2%

Single records, from the list above. Order of screens: TDP1 inh	N370S GC mod	FEN1 inhibitor
Entry for O=c1[nH]c2ccccc2n2c(=S)[nH]nc12 → 11%	3%	1%
Entry for COc1ccc(/C=N/NC(=O)c2nc(-c3ccccc3)n(-c3ccccc3)n2)cc1OC → 2%	7%	15%
Entry for COc1cc(CNCCc2c[nH]c3ccccc23)ccc1OCc1ccc(F)cc1 → 9%	16µM*	-4%

The list goes on.
canonical_smiles | TDP1 inh | N370S GC mod | FEN1 inhibitor
O=C(/C=C/c1ccccc1)Nc1sc2c(c1C(=O)O)CCC2 | 1% | 2% | -2%
CCOc1ccc(NC(=S)N2CCC(NC(=O)c3ccccc3)CC2)cc1 | 1% | -8% | -7%
Cc1ccc(C(C)C)c(OCCNC(=S)Nc2cccc3ccccc23)c1 | 12% | 24% | -25%
CCCOc1cccc(C2C(C(=O)c3ccco3)=C(O)C(=O)N2c2nnc(C)s2)c1 (stereo not drawn) | 1%[0.0935 µM] | -6% | 9%
CN(C)c1nc(OCC(=O)NC(C)(C)C)nc(N(C)C)n1 | 0% | -2% | -3%
O=C(N/N=C/c1ccc([N+](=O)[O-])o1)c1cn(-c2ccccc2)nc1-c1ccc(F)cc1 | 4% | 4% | 10%
CC(=O)c1cccc(OCC(O)CNCCc2ccc(Cl)cc2)c1 (stereo not drawn) | . | -27% | -3%
COc1cc(OC)cc(C(=O)Nc2ccc(S(=O)(=O)N(C)C)cc2)c1 | 2% | -7% | -3%
Cc1ccc(S(=O)(=O)N(CC(O)CN2C(=O)NC(C)(C)C2=O)c2cccc([N+](=O)[O-])c2)cc1 (stereo not drawn) | 3% | -5% | -12%
CCOCc1c(C(=O)Nc2ccc(OC)nc2)oc2ccccc12 | -10% | -1% | -7%
CCc1cc2c(cc3c(=O)n(CC(=O)NCCCN4CC(C)CC(C)C4)ncn32)s1 (stereo not drawn) | -3% | -3% | -18%
COc1ccc(Oc2ncnc3c2oc2ccc(Br)cc23)cc1 | 1% | 8% | -3%
S=C(Nc1ccc(Cl)cc1)c1nc2ccccc2[nH]1 | 11% | 7% | -10%
Cc1ccc(-n2nc(-c3cccs3)cc2C(=O)NCC2CCCO2)c(C)c1 (stereo not drawn) | -7% | 11% | -10%
Cc1cc(C)cc(Oc2nc3c(C)cccn3c(=O)c2/C=C(\C#N)c2nc3ccccc3[nH]2)c1 | -3% | . | -13%
COc1cc(OC)cc(C(=O)NCC(=O)OCC(=O)/C=C2/N(C)c3ccccc3C2(C)C)c1 | 9% | 9% | -6%
COc1ccc(NC(=O)CSc2nncn2C)cc1 | . | -2% | 1%
COCC(C)NC(=O)c1cc2cc(OC)ccc2[nH]1 (stereo not drawn) | 1% | 2% | 4%
N#C/C(=C\c1ccc(F)cc1F)S(=O)(=O)c1ccccn1 | 3% | -2% | -1%
CC(Nc1cccc2ccccc12)C(=O)N/N=C/c1ccccn1 (stereo not drawn) | 6% | . | -11%
Cc1ccc(N2CC(C(=O)NCCN3CCOCC3)CC2=O)cc1C (stereo not drawn) | . | -14% | 3%
CNc1ncc(C(=O)c2ccc(-c3ccccc3)cc2)s1 | 2% | -25% | -13%
COC(=O)C1=C(C)N(CC2CC2)C(=NCc2cccc(C(F)(F)F)c2)N[C@H]1c1ccccc1 | 0% | 7% | -4%
COc1ccc(NC(=O)CN(C)CC(=O)Nc2cccc(F)c2)cc1Cl | 8% | 14% | -6%
CCc1cc(CC)c(/C=N/NC(N)=O)c(CC)c1 | 1% | 7% | 6%
CC(=O)c1ccc(OCCOc2ccc(C#N)cc2)cc1 | 9% | -8% | -3%
CCN(CC)c1ccc(NC(=O)CCc2nnc3ccc(N4CCCC4)nn23)c(C)c1 | . | 6% | -3%
O=C1N=C2SCCN2/C1=C\c1c(Cl)cccc1Cl | 4% | -6% | -5%
O=C1C2C3C=CC(C2C(=O)N1CCO)C1C(=O)N(CCO)C(=O)C31 (stereo not drawn) | . | -4% | 0%
COc1ccc(C(C(=O)NCc2ccccc2)N(C(=O)Cn2nnc3ccccc32)c2cccc(OC)c2)cc1 (stereo not drawn) | -6% | . | -3%
Cc1cccc(/C=C/C(=O)c2ccc(NC3=NCCCS3)cc2)c1 | 6% | -28% | -22%
CC(=O)C1=C(O)C(=O)N(c2nccs2)C1c1ccccc1F (stereo not drawn) | 9% | -15% | 1%
O=C(COC(=O)c1cc[n+]([O-])cc1)Nc1ccc(Br)cc1 | -2%[56.1 µM] | . | 2%
CCn1c(CN2CCCCC2)nc2cc(NC(=O)c3cc(OC)c(OC)c(OC)c3)ccc21 | 2% | . | -5%
CC(=O)CSc1cc(-c2ccccc2)nc2ncnn12 | . | 5% | -15%
CN(C)C(=O)c1cc(C(=O)c2ccccc2F)c[nH]1 | . | -6% | -12%
COc1ccc(N2C(=O)/C(=C\c3ccco3)N=C2SCC(N)=O)cc1Cl | 3% | -12% | -6%
CCc1ccc(NC(=O)CSc2nc(=O)n(CCCN(C)C)c3c2CCC3)cc1 | 0% | -6% | -7%
CCCOc1ccc(C(=O)Nc2ccc(S(=O)(=O)NC3=NCCCCC3)cc2)cc1 | . | -17% | 12%
CCc1ccccc1NC(=O)CN1CCN(CC(=O)Nc2ccc(-c3ccccc3)cc2)CC1 | 2%[0.0935 µM] | -5% | -12%
COC(Cc1nnc(SC)n1-c1ccc(Cl)cc1)OC | 0% | -8% | 1%
CC(C)(C)c1ccc(/C=N/NC(=O)c2ccccn2)cc1 | 2% | -17% | 4%
S=C(NCc1ccccc1)Nc1cccc2ccccc12 | 7% | -2% | 0%
O=C(CN(c1ccc(Cl)c(C(F)(F)F)c1)S(=O)(=O)c1ccccc1)N1CCc2ccccc2C1 | 2%[12.3 µM] | . | 11%
COc1ccc(OC)c(NC(=O)c2sc3nc(C)cc(C)c3c2N)c1 | . | -4% | 16%
CCCn1c(C(C)C)n[nH]c1=S | . | -9% | -12%
Cc1cccc(CS(=O)(=O)Cc2ccc(C(=O)NCc3ccco3)o2)c1 | 3% | 17% | 0%
Cc1nnc(NC2(C(F)(F)F)C(=O)Nc3c2c(=O)n(C)c(=O)n3C)s1 (stereo not drawn) | 4% | 12% | 7%
CC(=O)Nc1c(C)ccc2nsnc12 | 4% | 2% | 7%
CC(=O)C1=C(O)C(=O)N(CCCn2ccnc2)C1c1ccc(C)cc1 (stereo not drawn) | -10% | 1% | 9%
O=C(COC(=O)CCC(=O)c1cccs1)NC1CCCCC1 | 2% | . | -4%
O=C(/C=C/c1ccco1)c1ccc(O)cc1 | -3% | -13% | .
Cc1nn(CC2CC2)c(=O)n1-c1cccc(Cl)c1 | 2% | -2% | 0%
COc1ccc(C2C3=C(CC(C)(C)CC3=O)N(C)C3=C2C(=O)CC(C)(C)C3)cc1OC | . | -17% | 3%
O=C(CSc1nc2ccccc2[nH]1)Nc1ccc2c(c1)OCCO2 | 2% | 8% | -20%
COc1ccc(N2CCN(C(=O)COc3ccc4c(C)cc(=O)oc4c3C)CC2)cc1 | 3% | -1% | 3%

Following part
canonical_smiles | TDP1 inh | N370S GC mod | FEN1 inhibitor
COc1ccc2[nH]c(=O)c(CN(C)C(=O)c3cccs3)cc2c1 | . | -11% | 4%
O=C(c1ccc(CS(=O)Cc2ccc(Cl)cc2)o1)N1CCN(c2ccccn2)CC1 (stereo not drawn) | 6% | 0% | 10%
CCc1ccc(CCC(=O)Nc2sc3c(c2C#N)CCCC3)o1 | 2% | -7% | -16%
O=C(CN1CCN(Cc2ccc3c(c2)OCO3)CC1)NCC(F)(F)F | 0% | -7% | 11%
CC(C)CC(=O)CN1C(=O)C2(OCCO2)c2ccccc21 | 7% | -3% | -1%
CCCC(=O)Nc1ccc(-c2nc3ncccc3o2)cc1C | -3% | . | -11%
CCC(=O)Nc1nc2ccccc2n1Cc1ccccc1 | 3% | -4% | 5%
COc1cc(NC(=O)COC(=O)c2ccc(S(=O)(=O)N3CC(C)CC(C)C3)cc2)c(C)cc1[N+](=O)[O-] (stereo not drawn) | 2% | 7% | ?
CCCSc1nc2cc(S(=O)(=O)N3CCOCC3)ccc2n1CC | 1% | -4% | -12%
COC(=O)c1ccc(C(NC(=O)OCc2ccccc2)/C(=C/[C@@H](C)C(=O)NCc2cc(C)on2)c2cccnc2)cc1 (stereo partly drawn) | 4% | -19% | .
COc1ccccc1NC(=O)NCc1cccn1Cc1ccccc1 | 7% | . | ?
CCOC(=O)Cn1c(C)nc2c(C(=O)OCC)sc(C)c2c1=O | 5% | -5% | -2%
CC1CCN(C(=O)Cn2c(=O)n(CC3CCC(C(=O)NC(C)C)CC3)c(=O)c3sccc32)CC1 (stereo not drawn) | 2% | . | -5%

Part of the list above in order of length of the SMILES, lowest first:
canonical_smiles | TDP1 inh | N370S GC mod | FEN1 inhibitor
CCCC(=O)Nc1ccc(-c2nc3ncccc3o2)cc1C | -3% | . | -11%
CCCSc1nc2cc(S(=O)(=O)N3CCOCC3)ccc2n1CC | 1% | -4% | -12%
CCOC(=O)Cn1c(C)nc2c(C(=O)OCC)sc(C)c2c1=O | 5% | -5% | -2%
CC1CCN(C(=O)Cn2c(=O)n(CC3CCC(C(=O)NC(C)C)CC3)c(=O)c3sccc32)CC1 (stereo not drawn) | 2% | . | -5%
COC(=O)c1ccc(C(NC(=O)OCc2ccccc2)/C(=C/[C@@H](C)C(=O)NCc2cc(C)on2)c2cccnc2)cc1 (stereo partly drawn) | 4% | -19% | .
